Compound activity deposited in PubChem by National Center for Advancing Translational Sciences (NCATS).
Pf growth 96h – P. falciparum growth inhibition at 96 hours; P. falciparum luciferase reporter growth, 96 h; Potency, µM (top dose mostly 28.7 µM), for inactives: at the top dose activity change, negative = inhibition, most hits filed as inhibitors; 6.9% of 320,000 active; note: potency is the fitted concentration of half-maximal effect; % is set by controls: 0 for no effect and ±100 for the full control effect
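Readout is luminescence from an integrated firefly luciferase in P. falciparum. Red cells, 2% hematocrit and 0.05% parasitemia final, were cultured with compound through two parasite generations (96 hours) at 37 C, 5% CO2.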
TbPYK inhibitor – blocks Trypanosoma brucei pyruvate kinase; Q57TT1; AID 624173; Potency, µM (series often up to 76.8 µM), for inactives: at the highest dose activity, negative = inhibition, usual class: inhibitors; TbPYK enzyme, Kinase-Glo Plus ATP luminescence, 45 min; 0.12% of 410,000 active; note: potency is the fitted concentration of half-maximal effect; % is set by controls: 0 for no effect and ±100 for the full control effect; nearly all actives have a fitted effect of over 50% in size
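Glycolytic pyruvate kinase of T. brucei was incubated with substrate, test compound and 130 uM ADP for 45 minutes at room temperature. Luminescent Kinase-Glo Plus signal was measured after 10 minutes.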
Pf growth 48h – P. falciparum growth inhibition at 48 hours (one generation); Potency, µM (titrated, usually from 28.7 µM), for inactives: at the top dose activity change, negative = inhibition, usual class: inhibitors; 5.9% of 310,000 active; P. falciparum luciferase growth in erythrocytes, 48 h; AID 504832; note: potency is the fitted concentration of half-maximal effect; % is set by controls: 0 for no effect and ±100 for the full control effect
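Erythrocytes infected with P. falciparum carrying an integrated firefly luciferase reporter (2% hematocrit, 0.1% parasitemia final) were exposed to compounds in RPMI 1640 with 0.5% Albumax at 37 C, 5% CO2. Growth inhibition was scored as reduced luminescence.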
AMA1 RON2 block – AMA1-RON2 (P. falciparum) interaction inhibition. 0.2% of 360,000 active. Potency, µM (doses to about 58.2 µM), for inactives: top-dose activity change, negative = inhibition, most hits filed as inhibitors. AlphaScreen AMA1-biotinylated RON2 peptide binding;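 note: potency is the fitted concentration of half-maximal effect; 0% = vehicle wells and -100% = peptide control; nearly all actives have a fitted effect of over 45% in size; some results filed as inactive show a strong effect at the top dose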
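AMA1 (3D7) with his tag at 25 nM final met compounds first, then biotinylated RON2 peptide at 25 nM; detection used donor plus acceptor beads, 10 µg/mL apiece, read by AlphaScreen after 30 min at room temperature.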
CHX counter – affects cycloheximide protein synthesis inhibition readout, counter-screen. AID 2314. 12% of 300,000 active. max response, %. cell reporter, cycloheximide protein synthesis inhibition counterscreen; in the data active = max response mostly above about 13%, no sharp cut-off; inactive = mostly below about 14%; note: read at 38.3 µM for the half of the compounds with a filed dose; 0% is about no effect
LmPK inh – inhibitors of Leishmania mexicana pyruvate kinase; Q27686; purified LmPK, Kinase-Glo ATP luminescence, 1 h; Potency, µM (series often up to 57.5 µM), for inactives: top-dose activity change, negative = inhibition, usual class: inhibitors; AID 1721; 0.37% of 290,000 active; note: potency is the fitted concentration of half-maximal effect; % is set by controls: 0 for no effect and ±100 for the full control effect
Target sequence (Q27686 whole entry, looked up): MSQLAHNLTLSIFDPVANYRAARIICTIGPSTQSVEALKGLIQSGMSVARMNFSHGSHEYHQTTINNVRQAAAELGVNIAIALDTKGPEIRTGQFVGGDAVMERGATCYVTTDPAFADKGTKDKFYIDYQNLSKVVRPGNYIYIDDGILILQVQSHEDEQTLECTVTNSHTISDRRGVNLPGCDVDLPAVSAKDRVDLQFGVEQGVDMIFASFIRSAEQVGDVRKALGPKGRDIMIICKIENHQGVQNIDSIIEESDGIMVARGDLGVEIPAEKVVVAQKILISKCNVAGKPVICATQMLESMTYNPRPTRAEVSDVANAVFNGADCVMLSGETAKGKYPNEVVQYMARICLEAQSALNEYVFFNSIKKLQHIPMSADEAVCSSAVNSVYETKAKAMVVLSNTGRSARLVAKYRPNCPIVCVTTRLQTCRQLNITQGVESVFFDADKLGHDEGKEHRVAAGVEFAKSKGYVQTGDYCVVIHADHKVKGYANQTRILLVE
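In 50 mM imidazole pH 7.2 with 7 mM MgCl2, LmPK (0.1 nM) turned over PEP (0.5 mM) and ADP (0.1 mM) for 1 h at room temperature. Luciferase read-out of ATP.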
Shiga inhibitor – Shiga toxin inhibition; Vero cells, Shiga toxin protein synthesis inhibition reporter; inhibition, % at 38.7 µM; 9.2% of 290,000 active; in the data active = inhibition mostly above about 28%, no sharp cut-off; inactive = mostly below about 43%; note: 0% is about no effect
* = called active by the depositor; ? = inconclusive; / = not tested or not shown; [ ] = another dose, or the depositor's remark. Unless noted, calls come from the whole dose curve; as a rule, active = well fitted curve in the direction sought with a large enough effect; inconclusive = small, poorly fitted or top-dose-only effect, or another doubt; inactive = no such curve, though single readings can be large; an effect the other way counts as inactive or inconclusive.

SMILES | Pf growth 96h | TbPYK inhibitor | Pf growth 48h | AMA1 RON2 block | CHX counter | LmPK inh | Shiga inhibitor
CSc1nc2ccc(Cl)cc2[nH]1 | 1% | -1% | 32%[activator] | -4% | 10 | -2% | 19
Cc1ccc(NC(=O)CSc2ncn(-c3ccccc3)n2)cc1C | ? | -4% | -29% | 8% | -3 | 5% | 4
CCc1cc(C(=O)N2CCN(C(=O)c3ccccc3)CC2)sc1C | ? | 4% | ? | -8% | / | / | /
CN1/C(=C\C(=O)COC(=O)CNC(=O)c2ccccc2F)C(C)(C)c2ccccc21 | 28% | -1% | 7% | 4% | -3 | 1% | -6
C#CCOCCOCCOCCNc1nc(N2CCN(C(=O)[C@H]([C@@H](C)CC)n3cc(CCCN=C(N)N)nn3)CC2)nc(N2CCN(C(=O)[C@H](Cc3ccc(O)cc3)n3cc(CCO)nn3)CC2)n1 | ? | -2% | -5% | -15% | -3 | 1% | -10
Cc1cccc(NC(=S)N(CCCN2CCOCC2)Cc2ccco2)c1 | 15% | 11% | ? | 3% | -2 | 2% | -11
CS(=O)(=O)c1ccc(Cl)c(NC(=O)C2CC(=O)N(Cc3ccccc3)C2)c1 (centres undefined) | / | -12% | 8% | 4% | -6 | 7% | -17
O=C1[C@@H]2C(c3cccnc3)=NO[C@@H]2C(=O)N1c1ccc(Cl)cc1Cl | 33%[activator] | -9% | 22% | -9% | -2 | -5% | 2
COC(=O)C(CCCCNC(=O)c1ccc([N+](=O)[O-])cc1)NC(=O)c1ccc([N+](=O)[O-])cc1 (centres undefined) | ? | 2% | 38%[activator] | 18% | -3 | -5% | -8
O=C(CC1CC2CCC1C2)Nc1nc(-c2ccccn2)cs1 (centres undefined) | 4.7µM* | -12% | 2.6µM* | 83%[activator] | 46* | 7% | 78*
CCN(CC)CCCN(Cc1cc2cc3c(cc2[nH]c1=O)OCO3)C(=S)NCCOC | -23% | -3% | 25% | 1% | 2 | -5% | /
COc1ccccc1CNC(=O)C1CCN(S(=O)(=O)c2cccc3cccnc23)CC1 | 70%[activator] | 3% | / | -2% | 1 | 11% | -12
O=C1CCC(=O)N1Cc1c(Cl)cccc1Cl | 3% | -1% | 25% | 5% | 2 | -3% | -9
CS(=O)(=O)N(CC(=O)NCc1ccccc1)C1CCCCC1 | -10% | 12% | 9% | -15% | -2 | 2% | -6
CN(C)C(=O)C1C2NC(=S)N(c3cccc(Cl)c3)C1(C)Oc1ccc(Cl)cc12 (centres undefined) | ? | -8% | -70% | 60%[activator] | -10 | 2% | -5

Two records picked at random from the list so far:
SMILES | Pf growth 96h | TbPYK inhibitor | Pf growth 48h | AMA1 RON2 block | CHX counter | LmPK inh | Shiga inhibitor
O=C(CC1CC2CCC1C2)Nc1nc(-c2ccccn2)cs1 (centres undefined) | 4.7µM* | -12% | 2.6µM* | 83%[activator] | 46* | 7% | 78*
CSc1nc2ccc(Cl)cc2[nH]1 | 1% | -1% | 32%[activator] | -4% | 10 | -2% | 19

The results go on:
SMILES | Pf growth 96h | TbPYK inhibitor | Pf growth 48h | AMA1 RON2 block | CHX counter | LmPK inh | Shiga inhibitor
COC(=O)c1ccc(Nc2c([N+](=O)[O-])ccc3nonc23)cc1 | ? | 0% | -7% | 5% | -4 | -2% | 3
O=P1(NCCCl)OCCCN1CCCl (centres undefined) | 21% | 8% | -3% | 13% | / | / | /
c1ccc(CNCc2ccco2)cc1 | ? | 2% | 7% | -4% | -2 | -3% | 9
Cc1cccc(NC(=O)c2ccc3c(c2)CCN3S(C)(=O)=O)c1 | 9% | -3% | 2% | -11% | 29* | 1% | 47*
CCNC(=O)/C(C#N)=C/c1c(N2CCN(c3ccccc3)CC2)nc2c(C)cccn2c1=O | ? | 1% | ? | -19% | -6 | 1% | -3
C/C=C/c1ccc(OCC(=O)N(CCOC)c2c(N)n(CCCC)c(=O)[nH]c2=O)c(OC)c1 | ? | -4% | 35%[activator] | 0% | / | / | /
COc1cc(/C=C/C(=O)O)ccc1OCc1ccccc1C#N | 7% | -7% | 7% | -13% | -2 | 4% | -2
Cc1ccc(CN2C(=O)c3ccccc3NC2c2ccccn2)cc1 (centres undefined) | -2% | 4% | 13% | 17% | 11 | 0% | 18
Cc1ccc2nc(-c3ccccc3)cc(C(=O)N3CCN(c4ccccc4O)CC3)c2c1 | ? | -6% | 10µM* | -11% | / | / | /
O=C(CS(=O)c1ccc(C(F)(F)F)cc1[N+](=O)[O-])Oc1ccc(Cl)cc1 (centres undefined) | ? | 7% | / | -20% | 1 | 10% | -9
CCCCn1c(=O)c(C=Nc2cccnc2Cl)c(O)n(CCCCl)c1=O | -1% | 2% | 1% | 16% | -3 | 4% | -7
CCc1nc2c(cnn2-c2ccc(F)cc2)c(=O)n1-c1ccc(N2CCC(C)CC2)cc1 | 3.3µM* | 2% | / | -3% | -4 | 16% | -11
O=C(CC(=O)Nc1ccc(F)cc1F)Nc1ccc(F)cc1F | -3% | 4% | -12%[0.00184 µM] | -4% | 9 | 1% | -3
COC(=O)C1=C[C@@H](C(=O)OC)C2C3=C(C(=O)C24CCCCC4)[C@H](C)n2c(=O)n(-c4ccccc4)c(=O)n2[C@@H]3C1 (some centres undefined) | / | 4% | / | -4% | 9 | / | -9
COc1ccc(OC)c(S(=O)(=O)N2CCC(NC(=O)c3ccccc3)CC2)c1 | ? | 0% | ? | 11% | -5 | 6% | -10
COc1ccc(C(=O)N2CCN(c3cnn(-c4ccccc4)c(=O)c3Cl)CC2)cc1 | ? | 6% | ? | 6% | 8 | 2% | -11
CCOC(=O)C1CCCN(C(=O)COc2ccc(S(=O)(=O)N(CC)c3ccccc3)cc2)C1 (centres undefined) | -20% | -2% | ? | 0% | -2 | -1% | -5
COc1cccc(OCc2cc(C(=O)N3CCN(C)C(c4ccccc4)C3)no2)c1 (centres undefined) | ? | 0% | 2% | 0% | 32* | -2% | 77*
COc1ccccc1CN1CC(C(=O)NCCc2ccc(Cl)cc2)CC1=O (centres undefined) | 0% | -2% | -1% | 10% | -10 | -11% | -19
Cc1ccnc(NS(=O)(=O)c2ccc(Oc3ccccc3)cc2)c1 | 2% | / | / | -4% | -3 | 1% | -5
CC(Cc1cccnc1)NC(=O)c1cc(COc2ccc(F)cc2F)on1 (centres undefined) | 24% | -4% | ? | -1% | 7 | -8% | 28
COc1ccc(NC(=O)COc2ccccc2C#N)c(S(=O)(=O)N2CCCCC2)c1 | ? | 2% | / | 1% | -1 | 10% | 2
N#CCCN(Cc1ccccc1)C(=O)c1cccs1 | -8% | 1% | ? | -1% | 5 | 2% | 3
O=C(Nc1ccccc1)C1=C(c2ccccc2)S(=O)(=O)CCS1(=O)=O | ? | ? | 12µM* | 8% | 23* | -2% | 45*
O=C(/C=C\c1ccccc1)Oc1cccc2cccnc12 | 5.9µM* | 6% | ? | 126%[activator] | 21* | -2% | 26
CC(C)CCn1c(SCCc2ccccc2)nc2c1c(=O)[nH]c(=O)n2C | / | -4% | ? | 9% | -2 | -1% | -6
CCOC(=O)c1c(NC(=O)COC(=O)CCNS(=O)(=O)c2ccccc2)sc(C(=O)N(C)C)c1C | -2% | -1% | ? | -1% | / | / | /
CCc1nnc(NC(=O)CN2CCCC(C)C2)s1 (centres undefined) | ? | -1% | 3% | 30%[activator] | -2 | 0% | -6
O=C(Oc1coc(CSc2nnc(NC(=O)c3cccs3)s2)cc1=O)c1ccccc1 | ? | -4% | -11% | 2% | -3 | 2% | -9
CCCN1CCC(=NNC(=O)c2ccc(Br)o2)CC1 | 52%[activator] | 0% | 21% | 47%[activator] | 41* | -6% | 70*
CC1Cc2ccccc2N1C(=O)Cn1c(=O)oc2cc(S(=O)(=O)N3CCCCC3)ccc21 (centres undefined) | -20% | -2% | / | 0% | 1 | 0% | -4
Cc1ccc(NC(=O)c2cc(-n3cnnc3)ccc2Cl)cc1 | 3% | -1% | -12% | 23% | -2 | 0% | -1
Cc1ccc(CC(=O)N2CCN(C(=O)C3CCCO3)CC2)cc1 (centres undefined) | -29% | 0% | 75%[activator] | -3% | -4 | -2% | -5
Cc1ccc(C(=O)c2ccc([N+](=O)[O-])cc2)c(C)c1 | / | 2% | 4% | ? | -1 | -2% | 38
CCS(=O)(=O)N1CCC(C(=O)NCCN2CCN(Cc3ccccc3)CC2)CC1 | 7% | -2% | 3% | 0% | 2 | 2% | -3
Cc1cccn2c(=O)nc(SCC(=O)N3CCC(C)CC3)nc12 | 24% | -3% | 8% | 17% | / | / | /
CC(CNC(=O)c1cc(Cl)ccc1[N+](=O)[O-])NC(=O)c1cc(Cl)ccc1[N+](=O)[O-] (centres undefined) | 32% | -8% | 7% | -10% | 4 | 6% | -21

Of the compounds above, eight contain an aryl methoxy group:
SMILES | Pf growth 96h | TbPYK inhibitor | Pf growth 48h | AMA1 RON2 block | CHX counter | LmPK inh | Shiga inhibitor
COc1ccccc1CNC(=O)C1CCN(S(=O)(=O)c2cccc3cccnc23)CC1 | 70%[activator] | 3% | / | -2% | 1 | 11% | -12
C/C=C/c1ccc(OCC(=O)N(CCOC)c2c(N)n(CCCC)c(=O)[nH]c2=O)c(OC)c1 | ? | -4% | 35%[activator] | 0% | / | / | /
COc1cc(/C=C/C(=O)O)ccc1OCc1ccccc1C#N | 7% | -7% | 7% | -13% | -2 | 4% | -2
COc1ccc(OC)c(S(=O)(=O)N2CCC(NC(=O)c3ccccc3)CC2)c1 | ? | 0% | ? | 11% | -5 | 6% | -10
COc1ccc(C(=O)N2CCN(c3cnn(-c4ccccc4)c(=O)c3Cl)CC2)cc1 | ? | 6% | ? | 6% | 8 | 2% | -11
COc1cccc(OCc2cc(C(=O)N3CCN(C)C(c4ccccc4)C3)no2)c1 (centres undefined) | ? | 0% | 2% | 0% | 32* | -2% | 77*
COc1ccccc1CN1CC(C(=O)NCCc2ccc(Cl)cc2)CC1=O (centres undefined) | 0% | -2% | -1% | 10% | -10 | -11% | -19
COc1ccc(NC(=O)COc2ccccc2C#N)c(S(=O)(=O)N2CCCCC2)c1 | ? | 2% | / | 1% | -1 | 10% | 2
